All columns: NCI-60 one-dose screen, growth in % after 48 h at 10 µM unless noted; 100 = growth as untreated, 0 = no growth, -100 = all killed.
HL-60(TB) = HL-60(TB) leukemia cells; AID 1794776; 78,000 compounds, 9% hits; active = growth percent below 10
The depositor's hits bear a star; & = joins results of further samples; [ ] = dose if it differs, or a comment.

compound | HL-60(TB)
CCOC(=O)C(C#N)C1(C(C#N)C(=O)OCC)C(=O)Nc2ccccc21 (stereo not drawn) | 105.4
COc1cc(-c2cc(-c3ccc(Nc4ncnc5cc(Cl)ccc45)cc3)nc(N3CCOCC3)n2)cc(OC)c1OC | 86.7
COc1ccccc1Br | 97.8
O=c1cc(C(F)(F)F)[nH]n1-c1nc2ccccc2[nH]1 | 89.5
C(=N\N1CCCCCC1)/c1cccc2ccccc12 | 100.1
O=C(c1cccnc1)c1cc(-c2ccccn2)c(=O)n2ccccc12 | 77.3
CC(C(C(=O)N1CCCCC1)N1CCCCC1)N1CCCCC1 (stereo not drawn) | 104.2
O=C(Cn1c(=O)[nH]c2ccccc2c1=O)NC1CCCCC1 | 98.4
COc1cc(/C=C2\CCC/C(=C\c3cc(CN4CCCC4)c(O)c(OC)c3)C2=O)cc(CN2CCCC2)c1O | 5.2*
CCOC(=O)C(C#N)C(=N)C1C(=O)OC2CCCCC21 (stereo not drawn) | 98.4
NS(=O)(=O)c1ccc(Nc2nc(N=Nc3c(O)[nH]c4ccc(Cl)cc34)nc(Nc3ccccc3)n2)cc1 | 81.7
N#CC(OC(=O)c1ccccc1)c1ccccc1 (stereo not drawn) | 91.2&92.8
Cc1ccc(Oc2c(/C=N/NC(=O)Cn3c(=O)sc4ccccc43)c(C)nn2-c2ccccc2)cc1 | 4.2*
CCOC(=O)CC1C(CN=[N+]=[N-])OC(n2cnc3c(NC(=O)Nc4ccccc4)ncnc32)C1O[Si](C)(C)C(C)(C)C (stereo not drawn) | 51.6
O=[N+]([O-])c1ccc2c(c1)C(N1CCN(CCO)CC1)Cc1ccc(F)cc1S2 (stereo not drawn) | 84.1

Three structures out of the list, ordered by length of the SMILES, largest number first.
compound | HL-60(TB)
COc1cc(-c2cc(-c3ccc(Nc4ncnc5cc(Cl)ccc45)cc3)nc(N3CCOCC3)n2)cc(OC)c1OC | 86.7
O=C(c1cccnc1)c1cc(-c2ccccn2)c(=O)n2ccccc12 | 77.3
CC(C(C(=O)N1CCCCC1)N1CCCCC1)N1CCCCC1 (stereo not drawn) | 104.2

New compounds follow
compound | HL-60(TB)
CCOC(=O)c1c([N+](=O)[O-])c(C)[nH]c(=O)c1C#N | 107.6
c1ccc(CO[C@H]2CO[C@H]3[C@@H]2OC[C@H]3OCc2ccccc2)cc1 | 88.4
CSc1nc2[nH]c(N)nc(=S)c2[nH]1 | 92.6
C=C(C)/C([O-])=N/[N+](C)(C)CC(O)CCCCCCCCCCCC (stereo not drawn) | 38.0
O=C(Cn1cc(CO)nn1)Nc1nc(-c2ccc(Br)cc2)cs1 | 94.6
CCN(CC)CCOC(=O)c1cccc(-c2ccccc2)c1OCCN(CC)CC | 99.6
CC(=O)O[C@]1(C(C)=O)CCC2C3C=C(Cl)C4=CC(=O)CC[C@]4(C)C3CC[C@@]21C (stereo partly drawn) | 57.9
Cc1ccc2cnc(N)c(C#Cc3cncc(C(=O)NCCN4CCCCC4)c3)c2c1 | 58.5
Cn1cc(-c2csc(-c3ccc4ccccc4c3)n2)c2cc(F)ccc21 | 98.5
C[C@@]1(CCO)C[C@H]1/C=C/c1ccccc1 | 96.7
Cc1ccc2nc(COc3ccc(C(=O)NNC(=S)NC4CCCCC4)cc3)[nH]c2c1 | 94.8
Cc1cc2c(C(C)C)c(O)c(O)c(C=NCCCCC(=O)O)c2c(O)c1-c1c(C)cc2c(C(C)C)c(O)c(O)c(C=NCCCCC(=O)O)c2c1O | 42.6
CC(C)CCNC(=O)Cn1ccc(Nc2ccccc2)cc1=O | 96.6
CCCCCCCCCCCCCCCC(=O)O[C@@H]1[C@@H](O)[C@@H](O)C([C@H](NC(=O)[C@@H]2C[C@@H](CCC)CN2C)[C@H](C)Cl)O[C@@H]1SC (stereo partly drawn) | 98.6
COc1ccc(-c2cc(-c3cccc(Cl)c3)c(C#N)c(=O)[nH]2)c(OC)c1 | 95.6

Two entries from above, with each value named:
SMILES: Cn1cc(-c2csc(-c3ccc4ccccc4c3)n2)c2cc(F)ccc21
  HL-60(TB) = 98.5

SMILES: CCOC(=O)c1c([N+](=O)[O-])c(C)[nH]c(=O)c1C#N
  HL-60(TB) = 107.6

Reformatted: 4 of the compounds above.
> c1ccc(CO[C@H]2CO[C@H]3[C@@H]2OC[C@H]3OCc2ccccc2)cc1
  HL-60(TB) = 88.4
> Cn1cc(-c2csc(-c3ccc4ccccc4c3)n2)c2cc(F)ccc21
  HL-60(TB) = 98.5
> CSc1nc2[nH]c(N)nc(=S)c2[nH]1
  HL-60(TB) = 92.6
> CCCCCCCCCCCCCCCC(=O)O[C@@H]1[C@@H](O)[C@@H](O)C([C@H](NC(=O)[C@@H]2C[C@@H](CCC)CN2C)[C@H](C)Cl)O[C@@H]1SC (stereo partly drawn)
  HL-60(TB) = 98.6

(next part)
compound | HL-60(TB)
NC1=NC(c2ccccc2Cl)N=C(Nc2nn[nH]n2)N1 (stereo not drawn) | 109.9
Cc1ccc2nc(NC(=O)CSc3nc(-c4coc5ccccc5c4=O)c(C#N)c(=O)[nH]3)sc2c1 | 105.7
O=c1[nH]ccc2nc(N3CCC(O)CC3)nc(Nc3cccc(C(F)(F)F)c3)c12 | 29.6
NS(=O)(=O)c1ccc(NC(=O)c2ccccc2C(=O)O)cc1 | 79.1
COc1ccc2[nH]c(O)c(/C=c3/ccc4c(c3)N=C(c3ccc(C(F)(F)F)cc3)N=4)c2c1 | 94.4
COc1ccc(Cn2c(Br)c3c(c2-c2cc(OC)c(OC)c(OC)c2)CCc2sc(N)nc2-3)cc1 | -14.5*
O=S(=O)(NCCCNc1cc(-c2c(-c3cccc(O)c3)nc3sccn23)ccn1)c1ccc(F)cc1 | 98.1
Cc1ccc2c(c1)-c1cc(C)nn1-c1ccc(C#N)cc1O2 | 69.2
C#CCNC(=O)c1cc(C(=O)c2ccccc2)n2ccc(C)cc12 | 101.6
Nc1ccc2c(c1N)Oc1ccccc1O2 | 30.3
CCN(Cc1cccc(S(=O)(=O)O)c1)c1ccc(C(=C2C=CC(=[N+](CC)Cc3cccc(S(=O)(=O)O)c3)C=C2)c2ccc(O)c(S(=O)(=O)O)c2)cc1 | 112.4
CCOC(=O)Cc1cnn(C)c1-n1c(-c2ccccc2)nc2cc(Cl)ccc2c1=O | 97.8
O=S(=O)(O)c1ccc(-c2nc3ccccc3[nH]2)cc1 | 117.7
FC(F)(F)c1cc(-c2ncc(-c3cc(C(F)(F)F)cc(C(F)(F)F)c3)c(NC3CCCCCC3)n2)cc(C(F)(F)F)c1 | 97.5
O=C(Oc1c(Cl)c(Cl)c(Cl)c(Cl)c1Cl)C1CCCN1C(=O)OCc1ccccc1 (stereo not drawn) | -12.5*
COC(=O)c1c(C(=O)OC)c2n(CC(=O)Nc3cccc4cccnc34)c3ccccc3n2c1C(=O)c1ccc(Cl)cc1 | 95.7
CCOC(=O)C(Cc1ccccc1)n1c(O)c(C=Nc2cc(Cl)ccc2OC)sc1=S (stereo not drawn) | 104.3
CCCCCCCCCCCC(=O)OCCP(=O)(OCC)OCC | 98.4
CCc1ccccc1-n1c(=O)c(C#N)c(-c2cc(OC)c(OC)c(OC)c2)c2c(N)[nH]nc21 | 164.8
C=CCN(CC=C)C(=O)Nc1cccc(C)c1 | 116.4
CC(c1ccccc1)N(C)C (stereo not drawn) | 88.5
C#CCOc1ccc(C(Nc2ccc(F)cc2F)c2nnnn2C2CCCCC2)cc1 (stereo not drawn) | 83.5
COc1ccccc1/C=N\O | 104.9
CC[C@@]1(O)C[C@H](OC2CC(N(C)C)C(O)C(C)O2)c2c(O)c3c(c(O)c2[C@H]1OC1CC(N(C)C)C(O)C(C)O1)C(=O)c1cccc(O)c1C3=O (stereo partly drawn) | -34.3*
Nc1c(C(=O)c2ccccc2)sc2nc(-c3cccs3)ccc12 | 9.4*
COc1cc(NCCCCCCN)c2ncccc2c1 | 86.4
CSC1=Nc2c(c(C)c(-c3ccccc3)n2CCCCCC(=O)O)C2=NC(=O)CN12 | 98.2
C=C[C@@H]1C[C@@H]2Cc3ccccc3N1O2 | -12.8*
CCCCCCCCc1ccc(C(=O)Nc2ccc(C)cc2C(=O)O)cc1C | 102.4
O=c1[nH]c(-c2ccccc2)nc2[nH]ccc12 | 87.6

More compounds follow.
SMILES | HL-60(TB)
NC(=O)SCC(=O)Nc1cccc(NC(=O)CSC(N)=O)c1 | 89.6
O=C(OCC1OC(n2cnc3c(=S)nc[nH]c32)C(OC(=O)c2ccc(Cl)cc2)C1OC(=O)c1ccc(Cl)cc1)c1ccc(Cl)cc1 (stereo not drawn) | 81.2
O=c1cc(-c2ccncc2)oc2ccccc12 | 93.1
CCc1ccc(C2=C/C(=C/c3ccc(Cl)cc3)C(=O)N2CCc2ccc(S(N)(=O)=O)cc2)cc1 | -18.9*
C(=N\OCc1ccccc1)/c1ccccn1 | 103.3
CC(C)(C)CC(C)(C)N1CNC(=S)NC1 | 94.2
Nc1c(N=Nc2ccc(-c3ccc(N=Nc4c(S(=O)(=O)O)cc5cc(S(=O)(=O)O)c(N=Nc6ccccc6)c(O)c5c4N)cc3)cc2)ccc2c(S(=O)(=O)O)cccc12 | 100.7
Cc1ccc(C(=O)c2ccc(CC(=O)N/N=C/c3c[nH]c4ccccc34)n2C)cc1 | 83.0
N#Cc1ccc(C(S(=O)(=O)Cc2ccccc2)S(=O)(=O)Cc2ccccc2)cc1 | 99.4
CCN1CCC[C@H]1c1cc(O)c2c(c1OC)C[C@H]1C[C@H]3[C@H](N)C(=O)C(C(N)=O)=C(O)[C@@]3(O)C(=O)C1=C2O | -49.2*
C/C(=N\N1C(=O)c2ccccc2NC1c1ccccc1)c1c(O)cc(C)oc1=O (stereo not drawn) | 82.4
CCc1ccc(C(c2ccc(CC)cc2)C(Cl)(Cl)CCl)cc1 | 77.2
COc1cc(CCNc2cnc3cc(N)cc(N)c3n2)cc(OC)c1 | 27.9
CCCCCCCCCOC(=O)NC1c2ccccc2Oc2ccccc21 | 69.7
CCN(CC)C(=S)SCn1nc(Cl)c2ccc([N+](=O)[O-])cc21 | 68.7
CN(NS(=O)(=O)c1ccccc1)C(=O)c1ccccc1 | 95.3
COc1ccc(OC)c(-c2c(C#N)c(-c3ccco3)nc3c2c(-c2ccccc2)nn3-c2ccccc2)c1 | 105.3
CC1CCCC(O)(C(C(=O)O)c2ccccc2)C1 (stereo not drawn) | 114.3
O=C(NNC1=Nc2cccc3cccc1c23)c1ccc(Br)cc1 | 85.6
CCCCOC(=O)c1cc(O)c(O)c(O)c1 | 24.7
CN1C(=O)N(C)C2Nn3c(s/c(=C\c4ccc([N+](=O)[O-])cc4)c3=O)=NC21 (stereo not drawn) | 90.7
CCCCCCCCCCCCCCCCCc1nc(-c2cc(OC)c(OC)c(OC)c2)no1 | 106.3
N/C(=N\O)c1ncc(-c2ccc(C(F)(F)F)cc2)c(NC2CCCCCC2)n1 | -58.8*[100 µM]
OCC[C@@H]1C[C@@H]1c1cccs1 | 95.0
O=C(CNc1ccc(Cl)cc1)N1CCN(c2ncnc3c2cnn3-c2ccccc2)CC1 | 58.0
COc1ccc(C(=O)/C=C/c2sc(Cl)nc2Cl)cc1 | 32.3
O=C(O)CCCN1C(=O)/C(=C/c2cn(-c3ccccc3)nc2-c2ccc([N+](=O)[O-])cc2)SC1=S | 83.4
COc1cc(-c2nc3ccc(/C=C/C(=O)c4cc(OC)c(OC)c(OC)c4)cc3s2)ccc1F | 50.4
O=C(CSc1nnc(COc2cnc3ccccc3n2)o1)Nc1cc(Cl)ccc1Cl | 114.4
CC(=O)C(CCCN(C)C)(c1ccccc1)c1ccccc1 | 93.7
CCC(C)N(c1ccc(OC)cc1)c1nc(-c2ccc([N+](=O)[O-])cc2)cs1 (stereo not drawn) | 99.0
NC(=O)c1cccc(-n2ccc3cc(NC(=O)Nc4cccc(C(F)(F)F)c4)ccc32)n1 | 96.1
Cc1nc2c(cnn2-c2ccccc2)c(=O)n1-c1ccc(NC(=O)c2ccccc2)cc1 | 81.5
CSc1nc2c(c(=O)[nH]1)N=C1c3ccccc3C(=O)C1C(c1ccc(F)cc1)N2 (stereo not drawn) | 91.4
COc1ccc(-c2cc(-c3cc(OC)c(OC)c(OC)c3)c(C#N)c(=O)n2CCCCC(=O)NO)cc1 | 44.0
COc1ccc2c(c1)CC[C@@H]1[C@@H]2CC[C@]2(C)C(=O)CC[C@@H]12 | 48.7
COc1ccc(-c2nc3c(c(-c4ccc(Cl)cc4)nn3-c3ccccc3)c(-c3ccc(Cl)cc3)c2C#N)cc1 | 109.4
CCCCNC(=O)C(C)C | 100.1
C1CCC(CCOCCC2CCCCC2)CC1 | 109.7
O=C(N/N=C/c1ccsc1)c1[nH]c2ccc(Br)cc2c1-c1ccccc1 | -33.7*
CCCCCCCCCCCCNc1ncnc2[nH]ncc12 | 74.4
COc1cc(C2CC(c3ccc(Cl)cc3)=Nc3c(C)nn(-c4ccccc4)c3N2)ccc1Oc1nc2c(c(=O)n(C)c(=O)n2C)n1C (stereo not drawn) | 106.2
COC(=O)CCC(=O)Nc1cc(C)ccc1C | 99.5
CCC(=O)OC1=CN2C(=NC(c3ccc(N)cc3)=CC2c2ccc(OC)cc2)S1 (stereo not drawn) | 98.5
COc1ccc(/C(C)=N/N=C2C(=O)Nc3ccccc32)cc1S(N)(=O)=O | 99.8
CCOP(=O)(OCC)OC[C@]1(C)CC[C@]2(C)CC[C@]3(C)C(=C2C1)C=C[C@@H]1[C@@]2(C)CCCNC(C)(C)[C@@H]2CC[C@]13C | 51.0
C=CCn1c(SCC(=O)Nc2ccc(C(=O)/C=C/c3cc(OC)c(OC)c(OC)c3)cc2)nnc1-c1ccccc1 | 71.8
CCOC(=O)CC1CSC(N/N=C/c2ccc(F)cc2)=N1 (stereo not drawn) | 111.2
NC(N)=N/N=C(\c1ccccc1)C(O)c1ccccc1 (stereo not drawn) | 96.7
O=C(O)CC(c1ccccc1)(c1ccccc1)c1ccccc1 | 76.4

(listing goes on)
SMILES | HL-60(TB)
CC1=C(C(=O)OCc2ccccc2)C(c2cccc(Cl)c2Cl)n2c(nc3ccccc32)N1 (stereo not drawn) | 68.5
O=c1[nH]c(O)c(/C=N\C(=S)Nc2cc(Cl)ccc2Cl)c(=O)[nH]1 | 98.8
CC1=NC2=NN3C(=NN2C(c2ccccc2)=C1)N=NC(c1ccc(Br)cc1)=C3c1ccc(Br)cc1 | 115.3
S=C(SSC(=S)N1CCCCC1)N1CCCCC1 | 86.4

Assay outcomes deposited in PubChem by NCI.

Not all compounds are listed; count on the stated rates, not on these rows.
